Compound activity: PubChem, The Scripps Research Institute Molecular Screening Center
OXTR ag: human OXTR agonism; P30559; CHO-OTR cells, Fluo-8 calcium fluorescence; normalized: DMSO 0%, oxytocin 100%; activation, % at 3 µM; 0.32% of 320,000 active;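 active = activation above the mean of all tested compounds plus 3 SD, cutoff set per screening run, cut at about 20% in these data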;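 also: peak over basal fluorescence ratio from a 100 s FLIPR kinetic read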
M1 ag: human M1 muscarinic receptor agonism; P11229; activation, % at 3 µM; 0.33% of 360,000 active; CHO-K1 hM1, Fluo-8 calcium fluorescence, agonist mode; 0% DMSO, 100% acetylcholine EC100;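 active = activation above the run's mean compound activation plus 3 SD, cut at about 16% in these data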;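 also: peak over basal fluorescence ratio within a 140 s kinetic read after compound addition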
Target sequence (P11229 whole entry, looked up): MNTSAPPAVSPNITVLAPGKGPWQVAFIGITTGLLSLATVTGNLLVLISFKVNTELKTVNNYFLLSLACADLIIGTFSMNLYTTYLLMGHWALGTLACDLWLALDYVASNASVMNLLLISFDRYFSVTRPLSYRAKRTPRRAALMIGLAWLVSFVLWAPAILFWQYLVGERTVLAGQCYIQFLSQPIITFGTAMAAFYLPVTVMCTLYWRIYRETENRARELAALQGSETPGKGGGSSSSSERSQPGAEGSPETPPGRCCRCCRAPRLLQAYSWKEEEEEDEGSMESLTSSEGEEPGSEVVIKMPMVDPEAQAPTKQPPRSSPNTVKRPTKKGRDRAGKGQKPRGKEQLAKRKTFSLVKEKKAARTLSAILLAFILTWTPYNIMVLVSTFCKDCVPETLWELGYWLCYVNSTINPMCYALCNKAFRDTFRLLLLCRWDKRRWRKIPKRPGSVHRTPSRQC
OXTR potentiate: potentiates the human oxytocin receptor response; P30559; CHO-OTR cells, Fluo-8 calcium fluorescence, potentiator mode; 0% = oxytocin EC15, 100% = EC100; 0.061% of 320,000 active; activation, % at 3 µM;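 active = activation above that plate's cutoff, the mean activation of tested compounds plus 3 SD, cut at about 6.6% in these data, passing the limit was not always enough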;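 also: 100% uses oxytocin at 75 nM as the full agonist control; some results filed as inactive read as strong as hits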
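Material: human OTR in CHO cells. Compound: 3.0 µM, one dose. Timing: compound 6 min at room temperature before oxytocin, 100 s read. Evaluation: % activation of max/min ratio relative to oxytocin controls. Replication: single well per compound, singlicate. Signal: Fluo-8 calcium dye fluorescence.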
TAAR1 agonist: agonists of human TAAR1; Q96RJ0; CHO RD-HGA16 TAAR1, Fluo-8 calcium fluorescence; vehicle wells 0%, saturating PEA agonist 100%; activation, % at 3 µM; 0.99% of 360,000 active; AID 624467;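 active = activation above the mean activation of all test compounds in the run plus 3 SD, cut at about 38% in these data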
Target sequence (Q96RJ0 whole entry, looked up): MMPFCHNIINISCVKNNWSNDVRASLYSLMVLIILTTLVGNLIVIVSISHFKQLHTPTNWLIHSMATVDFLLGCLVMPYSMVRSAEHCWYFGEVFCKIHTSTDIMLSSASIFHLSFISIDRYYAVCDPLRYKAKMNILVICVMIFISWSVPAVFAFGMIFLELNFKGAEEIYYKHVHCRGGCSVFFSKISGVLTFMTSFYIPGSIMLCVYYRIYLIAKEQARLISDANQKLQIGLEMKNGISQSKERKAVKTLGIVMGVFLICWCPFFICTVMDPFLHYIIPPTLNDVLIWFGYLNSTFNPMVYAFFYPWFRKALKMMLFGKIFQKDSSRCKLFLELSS
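Benchmarks: low control DMSO, high control PEA (EC100); System: CHO RD-HGA16 cells carrying human TAAR1 plus Gα16; Detection: Fluo-8 fluorescence, 5 s baseline then 140 s kinetic read; Schedule: 17-24 h plating, Fluo-8 75 min 37 °C, 30 min RT; Read-out basis: % activation from peak over basal fluorescence ratio, DMSO-to-PEA scaled.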
TAAR1 antag: human TAAR1 antagonism; Q96RJ0; CHO RD-HGA16 TAAR1, Fluo-8 calcium fluorescence, antagonist; inhibition, % at 3 µM; 1.5% of 360,000 active; AID 624466;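 active = inhibition above a per-plate cutoff, the mean inhibition of test compounds on that plate plus 3 SD, cut at about 49% in these data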;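 also: 0% = DMSO plus EC80 beta-PEA response and 100% = DMSO alone without agonist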
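Material: CHO RD-HGA16 cells bearing hTAAR1; compound dosing: one-point dosing, 3 µM nominal final; schedule: dye loading 75 min at 37 °C, then 30 min room temperature; measured by: calcium fluorescence with Fluo-8; control set: vehicle and agonist controls; replication: n of 1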
M1 antag: human CHRM1 antagonism; inhibition, % at 3 µM; P11229; AID 588852; CHO-K1 hM1, Fluo-8 calcium fluorescence, ACh EC80 antagonist; 1.3% of 360,000 active;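 active = percent inhibition above its own plate's cutoff, namely the mean of that plate's compound wells plus 3 SD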;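 also: peak over basal fluorescence ratio during 140 s after agonist addition; 0% = ACh EC80 plus DMSO and 100% = DMSO alone without agonist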
V1R ag counter: activates human V1a receptor in oxytocin agonist counter-screen | 0.25% of 320,000 active | CHO-V1R cells, Fluo-8 calcium fluorescence, agonist mode; 0% DMSO, 100% 3 nM vasopressin | activation, % at 3 µM;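 active = activation above the mean activation of all tested compounds plus 3 SD, per screening run, cut at about 20% in these data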;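 also: signal is peak over basal fluorescence ratio across a 100 second FLIPR read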
CHRM1 PAM: positive allosteric modulators of human M1 muscarinic receptor | P11229 | CHO-K1 hM1, Fluo-8 calcium fluorescence, ACh EC20; 0% = ACh EC20, 100% = maximal ACh | activation, % at 3 µM | 0.088% of 360,000 active; in the data active = activation above about 19%, passing the limit was not always enough
CHO parental Ca: counter-screen for OX1R antagonists: effect in parental CHO cells; 0.63% of 330,000 active; parental CHO-K1, ATP-induced calcium, Fluo-8 fluorescence; inhibition, % at 5.6 µM;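 active = inhibition above that plate's mean sample inhibition plus 3 SD, cut at about 26% in these data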;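 also: 0% = ATP-challenged DMSO wells and 100% = DMSO wells without ATP; some compounds past the cut are filed as inactive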
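Material – parental CHO cells · Reagent – ATP stimulus · Compound – single nominal dose of 5.6 µM per compound · Detection – Fluo-8 fluorescence · Read-out basis – percent inhibition of calcium signal · Controls – ATP-challenged DMSO wells low, unchallenged DMSO wells high · Repeats – no replicates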
Starred values were filed as active, the others as inactive; . = no result given. Outcome played no part in choosing rows (roughly 3.7% active in at least one column).

molecule	CHO parental Ca	TAAR1 agonist	OXTR ag	M1 ag	OXTR potentiate	TAAR1 antag	CHRM1 PAM	M1 antag	V1R ag counter
CC1=C(C(=O)OC2CCCCC2)C(c2ccc(F)cc2)NC(=O)N1 (configuration not stated)	-20	-1	-1.8	-5	-11	-33	5	-9	-1.5
Cn1nc(C(F)(F)F)c(/C=N/OC(=O)c2ccccc2)c1Cl	-3	6	-2.0	-3	-4	11	4	3	-1.2
O=S(=O)(c1ccc(F)cc1)N1CCN(c2ccccn2)CC1	-18	8	1.3	-13	-14	1	-1	4	2.3
CNNC(=S)Nc1cccc(SC)c1	-3	4	-0.5	-8	2	11	1	-10	-1.1
CCOC(=O)C1(S(=O)(=O)c2ccccc2)CCN(Cc2ccccc2)CC1	-24	11	-0.9	-6	-4	-7	-6	4	-1.2
CCOCCCNC(=O)CSCc1nc(-c2ccc(SC)cc2)oc1C	-15	2	-1.8	-8	-8	-5	14	-11	-0.6
CCc1nc(NCCC(C)C)c(C#N)c2c1CCCC2	-6	12	-0.2	-2	-5	7	3	-4	1.4
CCC(=O)Nc1nc(C)cc(SCC(=O)OC)n1	-2	10	-0.4	0	-8	-12	0	-32	1.3
CCCc1ccc2oc(C(=O)N(C)Cc3nccs3)c(C)c2c1	-10	4	-0.7	0	-11	-5	4	-3	3.6
Cc1ccc(C)c(S(=O)(=O)Nc2ccc(C(=O)N3CC(C)OC(C)C3)cc2)c1 (configuration not stated)	-16	5	-0.1	-4	-1	2	5	0	-0.1
Cc1ccc(C(=O)NCCN2C3=NC[C@@H](Cc4ccccc4)N3C[C@H]2Cc2ccc(O)cc2)cc1Br	-19	11	-0.2	-11	-7	10	-20	10	0.2
Cc1ccc(C)c(NC(=O)Nc2ccc3c(c2)OCO3)c1	-8	0	-1.1	-4	-8	2	12	-16	0.7
CC(=O)C1C(c2ccc(F)cc2)c2c(noc2C)CC1(C)O (configuration not stated)	2	1	-0.7	-6	-1	-19	5	-8	1.1
CCN(CC)S(=O)(=O)c1ccc(NC(=O)c2cccc3c2C(=O)N(CCOC)C3)cc1	-5	2	0.7	-7	-2	1	9	-3	0.1
O=C(COC(=O)c1cccs1)Nc1ccc(S(=O)(=O)N2CCOCC2)cc1	-1	5	0.5	-4	-3	-9	-5	4	-0.3
COc1ccc(C(=O)N/C(=C\c2cn(C)c3ccccc23)C(=O)NCCCn2ccnc2)cc1OC	-9	2	-0.7	-4	-8	-8	1	6	-0.9
Cc1ccc2c(c1)c1c(n2CC2COC(C)(C)O2)C(=O)CCC1 (configuration not stated)	-20	3	-2.1	-6	-4	7	4	2	-1.3
NS(=O)(=O)c1ccc(CCNS(=O)(=O)c2ccc(Cl)s2)cc1	16	2	0.5	-2	-6	23	-2	8	0.1
CCOC(=O)COc1coc(CN2CCN(c3ccccc3)CC2)cc1=O	-20	2	0.7	0	0	-6	21	-19	-0.1
O=C(Cc1ccc(Cl)cc1)NNC1CC(=O)N(c2ccc3ccccc3c2)C1=O (configuration not stated)	-7	3	1.5	1	-23	-16	5	0	3.3
COCCOc1ccc(C(F)(F)F)cc1NC(=O)CN1C(=O)NC2(CCCc3ccccc32)C1=O (configuration not stated)	-10	10	6.2	1	-4	-8	2	-8	8.7
CCOC(=O)C1Cc2ccccc2C(=O)O1 (configuration not stated)	2	6	-0.4	-3	-4	5	4	2	0.7
CSc1nnc2c(n1)OC=Nc1ccccc1-2	1	18	2.0	-5	0	-8	4	-7	0.0
Cc1occc1C(=O)NNC(=O)Nc1ccc([N+](=O)[O-])cc1	-10	2	0.2	-6	-11	-11	3	1	0.1
Cc1nnc(NC(=O)C2CCCC2)s1	-11	0	-0.3	0	3	-12	5	-8	0.2
COc1ccc(C(CNC(=O)c2cc(=O)[nH]c3ccccc23)N2CCCC2)cc1 (configuration not stated)	-8	1	-0.2	-6	-5	-20	7	-10	0.6
CC1=C(O)C(=O)C(C2=C(O)C(=O)C(C)=C(O)C2=O)=C(O)C1=O	.	1	.	-1	.	-2	3	-7	.
CSc1nsc(/C=C/Nc2ccc(F)cc2F)c1C#N	-15	.	0.2	-1	-17	.	9	-9	1.6
Cc1cc(-c2ccc(C)c(S(=O)(=O)N3CCN(c4ccc([N+](=O)[O-])cc4)CC3)c2)on1	-6	2	1.6	-3	-4	-16	-11	17	3.5
Cc1c(-c2csc(N)n2)cnn1C	-7	4	1.0	-1	6	-18	4	5	-0.2

An excerpt from above in order of SMILES length, lowest first.
molecule	CHO parental Ca	TAAR1 agonist	OXTR ag	M1 ag	OXTR potentiate	TAAR1 antag	CHRM1 PAM	M1 antag	V1R ag counter
Cc1c(-c2csc(N)n2)cnn1C	-7	4	1.0	-1	6	-18	4	5	-0.2
CSc1nnc2c(n1)OC=Nc1ccccc1-2	1	18	2.0	-5	0	-8	4	-7	0.0
CCC(=O)Nc1nc(C)cc(SCC(=O)OC)n1	-2	10	-0.4	0	-8	-12	0	-32	1.3
Cc1ccc(C)c(NC(=O)Nc2ccc3c(c2)OCO3)c1	-8	0	-1.1	-4	-8	2	12	-16	0.7
CCOCCCNC(=O)CSCc1nc(-c2ccc(SC)cc2)oc1C	-15	2	-1.8	-8	-8	-5	14	-11	-0.6
Cn1nc(C(F)(F)F)c(/C=N/OC(=O)c2ccccc2)c1Cl	-3	6	-2.0	-3	-4	11	4	3	-1.2
Cc1ccc2c(c1)c1c(n2CC2COC(C)(C)O2)C(=O)CCC1 (configuration not stated)	-20	3	-2.1	-6	-4	7	4	2	-1.3
O=C(COC(=O)c1cccs1)Nc1ccc(S(=O)(=O)N2CCOCC2)cc1	-1	5	0.5	-4	-3	-9	-5	4	-0.3
CC1=C(O)C(=O)C(C2=C(O)C(=O)C(C)=C(O)C2=O)=C(O)C1=O	.	1	.	-1	.	-2	3	-7	.
Cc1ccc(C)c(S(=O)(=O)Nc2ccc(C(=O)N3CC(C)OC(C)C3)cc2)c1 (configuration not stated)	-16	5	-0.1	-4	-1	2	5	0	-0.1
CCN(CC)S(=O)(=O)c1ccc(NC(=O)c2cccc3c2C(=O)N(CCOC)C3)cc1	-5	2	0.7	-7	-2	1	9	-3	0.1
COc1ccc(C(=O)N/C(=C\c2cn(C)c3ccccc23)C(=O)NCCCn2ccnc2)cc1OC	-9	2	-0.7	-4	-8	-8	1	6	-0.9
Cc1ccc(C(=O)NCCN2C3=NC[C@@H](Cc4ccccc4)N3C[C@H]2Cc2ccc(O)cc2)cc1Br	-19	11	-0.2	-11	-7	10	-20	10	0.2

The list goes on:
molecule	CHO parental Ca	TAAR1 agonist	OXTR ag	M1 ag	OXTR potentiate	TAAR1 antag	CHRM1 PAM	M1 antag	V1R ag counter
COC(=O)[C@H]1C2CCC(C(=O)OC)(CC2)[C@H]1C(=O)OC	-11	9	-0.4	-1	-18	-19	6	1	0.4
CC(=O)Nc1sc(C)c(C)c1C(=O)OCC(=O)N(C)C1CCS(=O)(=O)C1 (configuration not stated)	-3	3	0.5	-6	-3	-4	8	-7	0.2
O=C(O)c1ccccc1C(=O)Nc1ccc(-n2ccc(C(F)(F)F)n2)cc1	-14	16	1.6	-4	-1	-8	0	-3	0.0
CCN(c1ccccc1)S(=O)(=O)c1ccc(Cl)c(NC(=O)CNC(C)c2ccccc2)c1 (configuration not stated)	-11	8	1.7	-5	-11	12	5	-14	1.4
Cc1cc([N+](=O)[O-])nn1CC(=O)N(C)Cc1ccccc1	12	1	1.0	-1	-7	-4	10	-25	3.0
O=C(c1cccc(Br)c1)N1CCN(c2ccccn2)CC1	-9	3	-1.4	-7	-6	12	3	-4	0.6
COC(=O)c1sc(NC(=O)CSc2nnnn2C)nc1C	1	2	-0.1	-2	-4	-19	11	-16	1.1
O=c1c[n+]([O-])c2ccccc2n1OCc1ccccn1	6	5	0.8	1	-11	-2	11	-32	2.4
CN(C)CCCN(C(=O)C1=COCCO1)c1nc2ccc(Br)cc2s1	-10	11	5.4	-3	-7	8	2	-8	2.9
Cc1cc(=O)oc2cc(OCC(=O)NC3(C#N)CCCCC3)ccc12	.	1	.	-4	.	-3	11	-12	.
COc1cccc(N2C(C(C)=O)=NN(c3ccccc3)C2c2ccc(N3CCOCC3)cc2)c1 (configuration not stated)	-15	3	-1.5	-13	-9	-29	10	-4	-0.6
O=C(CSc1nc2ccccc2o1)NC1CCS(=O)(=O)C1 (configuration not stated)	-4	3	1.0	1	-3	3	18	-20	0.3
CCN1C(=O)[C@H]2[C@@H](c3ccc(C)cc3)N3C(=O)N(c4ccc(C(F)(F)F)cc4)C(=O)[C@@]3(Cc3ccccc3)[C@H]2C1=O	-27	9	0.5	-5	1	-3	-2	5	3.4
CN1CCN(S(=O)(=O)c2cccc(C(=O)Nc3ccccc3N3CCCC3)c2)CC1	-11	1	-0.4	-5	2	-22	0	1	-0.4
COc1ccc(N=NC2=C(O)CC(C)(C)CC2=O)c(OC)c1	-18	14	-0.5	-5	-14	-3	2	6	0.4
Cc1cc(=O)[nH]c2nnnn12	-2	0	0.7	-2	3	-7	3	-8	0.3
COCCCNC1=C(C#N)C(=O)NC(c2cccc([N+](=O)[O-])c2)S1 (configuration not stated)	.	1	.	0	.	-20	12	-16	.
CC1(C)CC(=O)C2=C(C1)OC1=C(C(=O)CC(C)(C)C1)C2(C)C	3	.	0.3	.	0	.	.	.	0.8
O=C(CC(C(=O)O)c1ccccc1)Nc1ccccc1 (configuration not stated)	6	1	-0.1	-2	-2	-9	5	-12	0.2
CCOC(=O)CC1(NC(=O)C2CCC(=O)N(CCc3ccccc3)C2)CCCCC1 (configuration not stated)	-25	3	-1.1	-3	-4	-20	1	2	0.0
CN(Cc1ccco1)C(=O)CC[C@H]1O[C@@H](n2ccc(=O)[nH]c2=O)[C@H](O)[C@@H]1O	.	5	.	0	.	-7	-1	-14	.
O=C(Nc1ncn[nH]1)c1ccc(Cl)c(S(=O)(=O)N2CCCCCC2)c1	-3	2	1.8	-5	3	-4	9	-2	0.3
